Screens from PubChem BioAssay.
Growth percent in the NCI-60 one-dose screen (48 h, 10 µM unless noted): 100 = growth as untreated, 0 = no growth, -100 = all killed.
M14: M14 melanoma; actives 6.2% (n = 80,000); AID 1794745
HOP-62: HOP-62 NSCLC. actives 3.9% (n = 80,000). AID 1794735
HOP-92: HOP-92 NSCLC cells; actives 6.3% (n = 71,000); AID 1794738
A549/ATCC: A549/ATCC NSCLC. actives 3.7% (n = 81,000)
EKVX: EKVX NSCLC; AID 1794765; actives 3% (n = 71,000)
SK-MEL-5: SK-MEL-5 melanoma | actives 6.4% (n = 80,000) | AID 1794755
LOX IMVI: LOX IMVI melanoma | actives 7.4% (n = 79,000) | AID 1794757
CCRF-CEM: CCRF-CEM leukemia; actives 7% (n = 77,000)
* marks the source's active call; other numbers are inactive results. Rule for the calls: active = growth percent below 10; inactive = the rest. Hits appear at their usual frequency; 12% or so of the library scored in one or more.

What do the screens show for `COc1ccc(-c2nc3c(c(-c4ccc(Cl)cc4)nn3-c3ccccc3)c(-c3ccc(OC)cc3)c2C#N)cc1`?
M14: 93; HOP-62: 104; HOP-92: 116; A549/ATCC: 100; EKVX: 103; SK-MEL-5: 101; LOX IMVI: 76; CCRF-CEM: 95

What do the screens show for `NCCN1C(=O)C(=O)c2ccccc21`?
M14: 101; HOP-62: 95; HOP-92: 100; A549/ATCC: 99; EKVX: 82; SK-MEL-5: 98; LOX IMVI: 92; CCRF-CEM: 104

How did C(=N\Nc1ncc(-c2cc3cc4c(cc3o2)OCO4)s1)/c1cccs1 do in these assays?
M14: 98; HOP-62: 89; HOP-92: 109; A549/ATCC: 86; EKVX: 77; SK-MEL-5: 84; LOX IMVI: 91; CCRF-CEM: 94

How did Nc1nc(-c2cc3ccccc3o2)cc(=O)c(=O)[nH]1 do in these assays?
M14: 106; HOP-62: 97; HOP-92: -2.7*; A549/ATCC: 110; EKVX: 100; SK-MEL-5: 90; LOX IMVI: 99; CCRF-CEM: 84

How did CCNC(=O)N1CCc2c(Cl)c3c(c(OC)c2[C@@H]1[C@H]1OCc2c1ccc(OC)c2OC)OCO3 do in these assays?
M14: 91; HOP-62: 95; HOP-92: 97; A549/ATCC: 87; EKVX: 103; SK-MEL-5: 92; LOX IMVI: 91; CCRF-CEM: 92

How did COc1cccc(-c2nc3cc(NC(=O)c4ccc(Cl)c(C#N)c4)ccc3o2)c1 do in these assays?
M14: -83*; HOP-62: 70; HOP-92: 27; A549/ATCC: -27*; SK-MEL-5: 5.4*; LOX IMVI: 22; CCRF-CEM: 71

Results for COc1ccc(C2CC(c3cc(Cl)c(C)cc3OC)=NN2c2ccc(S(N)(=O)=O)cc2)cc1OC (stereo not drawn) ?
M14: 82; HOP-62: 88; HOP-92: 101; A549/ATCC: 73; EKVX: 81; SK-MEL-5: 85; LOX IMVI: 78

How did CCN1C(=O)N(CC)C2C1NN=c1s/c(=C3\C(=O)N(C4CCCC4)c4ccccc43)c(=O)n12 (stereo not drawn) do in these assays?
M14: 2.7*; HOP-62: 8.4*; HOP-92: 28; A549/ATCC: 25; EKVX: 56; SK-MEL-5: 13; LOX IMVI: 30

What do the screens show for `C[C@]12C[C@@H](c3ccoc3)OC(=O)[C@@H]1CC[C@]1(C)[C@@H]2CC[C@@H]2O[C@@]21C`?
M14: 99; HOP-62: 92; HOP-92: 82; A549/ATCC: 93; EKVX: 101; SK-MEL-5: 97; LOX IMVI: 103; CCRF-CEM: 95

Results for O=S(=O)(Nc1ncccn1)c1ccc(NC2Nc3nc4ccccc4nc3S2)cc1 (stereo not drawn) ?
M14: 95; HOP-62: 100; HOP-92: 105; A549/ATCC: 96; EKVX: 91; SK-MEL-5: 99; LOX IMVI: 94; CCRF-CEM: 104

Results for COc1ccc(/C=C/C(=O)c2ccc(NC(=O)CSc3nnc(-c4ccc(Cl)cc4)o3)cc2)cc1OC ?
M14: 90; HOP-62: 102; HOP-92: 129; A549/ATCC: 106; EKVX: 97; SK-MEL-5: 96; LOX IMVI: 93; CCRF-CEM: 90

Results for O=C(/C=C/c1ccc(Oc2ccc(Cl)cc2)cc1)c1ccc(Br)cc1 ?
M14: 108; HOP-62: 107; HOP-92: 88; A549/ATCC: 100; EKVX: 102; SK-MEL-5: 107; LOX IMVI: 107; CCRF-CEM: 107

What do the screens show for `COc1ccc(CCNc2nc3cc(N)cc(N)c3nc2-c2ccccc2)cc1OC`?
M14: 112; HOP-62: 116; HOP-92: 107; A549/ATCC: 95; EKVX: 101; SK-MEL-5: 100; LOX IMVI: 82; CCRF-CEM: 43

Results for CNCCCNc1nc2ccccc2c2c(=O)c3cc(F)ccc3sc12 ?
M14: -53*; HOP-62: 48; HOP-92: 29; A549/ATCC: 38; EKVX: 65; SK-MEL-5: 74; LOX IMVI: -96*; CCRF-CEM: -3.7*

How did CCn1cc(C(=O)O)c(=O)c2cc(F)c(N3CCN(CC(=O)Nc4ccc(S(=O)(=O)Nc5nccc(C)n5)cc4)C(C)C3)c(F)c21 (stereo not drawn) do in these assays?
M14: 103; HOP-62: 103; HOP-92: 119; A549/ATCC: 111; EKVX: 111; SK-MEL-5: -93*; LOX IMVI: 96; CCRF-CEM: 102

What do the screens show for `C=C1C(=O)O[C@H]2[C@H]1CC/C(COC(=O)CCCCCCCCC(=O)OC/C1=C/CC[C@@]3(C)O[C@H]3[C@H]3OC(=O)C(=C)[C@@H]3CC1)=C\CC[C@@]1(C)O[C@@H]21`?
M14: -45*; HOP-62: 60; HOP-92: -26*; A549/ATCC: 77; EKVX: 8.8*; SK-MEL-5: -33*; LOX IMVI: -85*; CCRF-CEM: 2.5*

What do the screens show for `COc1cc(/C=N/NC(=O)c2cn3c4c(c(N5CCN(C)CC5)c(F)cc4c2=O)OCC3C)ccc1O` (stereo not drawn)?
M14: 102; HOP-62: 107; HOP-92: 26; A549/ATCC: 105; EKVX: 99; SK-MEL-5: 80; LOX IMVI: 96; CCRF-CEM: 79

How did BrCc1ccc(CCCc2ccc(CBr)cc2)cc1 do in these assays?
M14: 105; HOP-62: 98; HOP-92: 99; A549/ATCC: 99; EKVX: 106; SK-MEL-5: 97; LOX IMVI: 98; CCRF-CEM: 97

How did C=C(C)[C@@H]1CCC[C@]2(C(=O)OC)CC[C@]3(C)[C@@H](CC[C@@H]4[C@@]5(C)CCCNC(C)(C)[C@@H]5CC[C@]43C)[C@@H]12 do in these assays?
M14: 97; HOP-62: 86; HOP-92: 71; A549/ATCC: 92; EKVX: 88; SK-MEL-5: 90; LOX IMVI: 98; CCRF-CEM: 84

How did COC(=O)c1cn2c(c1C(=O)OC)c1c3ccccc3n(C)c1n1nnc(-c3ccccc3)c21 do in these assays?
M14: 101; HOP-62: 92; HOP-92: 76; A549/ATCC: 110; EKVX: 107; SK-MEL-5: 98; LOX IMVI: 97; CCRF-CEM: 80

What do the screens show for `O=c1cc(CSc2cccnc2)occ1O`?
M14: 109; HOP-62: 93; HOP-92: 112; A549/ATCC: 108; EKVX: 107; SK-MEL-5: 112; LOX IMVI: 99; CCRF-CEM: 21

What do the screens show for `COc1cc(/C=N/Nc2ncnc3c2c(C)nn3-c2ccc(F)cc2)ccc1O`?
M14: 102; HOP-62: 106; HOP-92: 60; A549/ATCC: 98; EKVX: 88; SK-MEL-5: 57; LOX IMVI: 81; CCRF-CEM: 62

How did O=C(CCCCCCN1CC(=O)N2[C@@H](c3cccc(F)c3)c3[nH]c4ccccc4c3C[C@H]2C1=O)NO do in these assays?
M14: 84; HOP-62: 96; HOP-92: 91; A549/ATCC: 104; EKVX: 98; SK-MEL-5: 93; LOX IMVI: 71; CCRF-CEM: 56

What do the screens show for `Cn1cc(NC(=O)Nc2cc(C(=O)O)n(C)c2)cc1C(=O)O`?
M14: 108; HOP-62: 94; HOP-92: 119; A549/ATCC: 102; EKVX: 114; SK-MEL-5: 94; LOX IMVI: 98; CCRF-CEM: 103

How did O=C(Cn1nnc2ccccc21)N/N=C/c1ccncc1 do in these assays?
M14: 104; HOP-62: 98; HOP-92: 99; A549/ATCC: 95; EKVX: 108; SK-MEL-5: 96; LOX IMVI: 98; CCRF-CEM: 96

What do the screens show for `C[C@H](N)[C@H](O)c1cccc(O)c1`?
M14: 104; HOP-62: 102; HOP-92: 67; EKVX: 103; SK-MEL-5: 94; LOX IMVI: 95; CCRF-CEM: 114

How did O=C(c1ccc(Cl)cc1)C1[C@H](c2ccc(Cl)cc2)[C@@H](c2ccccc2)NC12C(=O)Nc1ccc(Br)cc12 (stereo partly drawn) do in these assays?
M14: 27; HOP-62: 59; HOP-92: -1.5*; A549/ATCC: 29; EKVX: 44; SK-MEL-5: 55; LOX IMVI: 15; CCRF-CEM: 37

What do the screens show for `Cc1cnc(Nc2ccc(OCCN3CCCC3)cn2)nc1NCc1ccco1`?
M14: 102; HOP-62: 85; HOP-92: 70; A549/ATCC: 91; EKVX: 96; SK-MEL-5: 104; CCRF-CEM: 86

What do the screens show for `O=C1CCCCC1CNCc1ccccc1` (stereo not drawn)?
M14: 99; HOP-62: 89; HOP-92: 103; A549/ATCC: 104; SK-MEL-5: 103; LOX IMVI: 93; CCRF-CEM: 99

What do the screens show for `O=C(c1ccccc1)C1CCC1`?
M14: 108; HOP-62: 94; HOP-92: 87; A549/ATCC: 72; EKVX: 105; SK-MEL-5: 107; LOX IMVI: 106; CCRF-CEM: 89

How did Fc1cccc(Cn2cc(CSc3nc4ccccc4s3)nn2)c1 do in these assays?
M14: 98; HOP-62: 97; HOP-92: 86; A549/ATCC: 105; EKVX: 104; SK-MEL-5: 98; LOX IMVI: 91; CCRF-CEM: 105

How did O=C(COc1ccc(Cl)cc1Cl)NCCO do in these assays?
M14: 101; HOP-62: 95; HOP-92: 95; A549/ATCC: 93; EKVX: 104; SK-MEL-5: 99; LOX IMVI: 96; CCRF-CEM: 83

How did CCN(Cc1ccccc1)c1ccc(/C=C2\COc3ccccc3C2=O)cc1 do in these assays?
M14: 97; HOP-62: 90; HOP-92: 86; A549/ATCC: 99; EKVX: 102; SK-MEL-5: 102; LOX IMVI: 96; CCRF-CEM: 104

How did CCC/C=C/C(C(=O)OCC)(C(=O)OCC)C(C)C do in these assays?
M14: 114; HOP-62: 112; HOP-92: 97; A549/ATCC: 101; EKVX: 97; SK-MEL-5: 93; LOX IMVI: 96; CCRF-CEM: 105

How did N#C/C(C(=O)Nc1ccc(S(N)(=O)=O)cc1)=C1\C(=O)Nc2ccc(Br)cc21 do in these assays?
M14: 99; HOP-62: 105; HOP-92: 102; A549/ATCC: 96; EKVX: 82; SK-MEL-5: 100; LOX IMVI: 97; CCRF-CEM: 129

How did CCCCn1c(=O)c(C2CNC(=O)c3ccccc3N2)cc2ccccc21 (stereo not drawn) do in these assays?
M14: 107; HOP-62: 92; HOP-92: 95; A549/ATCC: 97; EKVX: 103; SK-MEL-5: 102; LOX IMVI: 97; CCRF-CEM: 110

How did O=C1Nc2ccccc2/C1=C/c1c[nH]c2ccccc12 do in these assays?
M14: 92; HOP-62: 66; HOP-92: 65; A549/ATCC: 77; EKVX: 16; SK-MEL-5: 94; LOX IMVI: 75; CCRF-CEM: 59

Fetched by compound from above (6):
How did N#C/C(C(=O)Nc1ccc(S(N)(=O)=O)cc1)=C1\C(=O)Nc2ccc(Br)cc21 do in these assays?
M14: 99; HOP-62: 105; HOP-92: 102; A549/ATCC: 96; EKVX: 82; SK-MEL-5: 100; LOX IMVI: 97; CCRF-CEM: 129

What do the screens show for `O=C(c1ccccc1)C1CCC1`?
M14: 108; HOP-62: 94; HOP-92: 87; A549/ATCC: 72; EKVX: 105; SK-MEL-5: 107; LOX IMVI: 106; CCRF-CEM: 89

What do the screens show for `Cn1cc(NC(=O)Nc2cc(C(=O)O)n(C)c2)cc1C(=O)O`?
M14: 108; HOP-62: 94; HOP-92: 119; A549/ATCC: 102; EKVX: 114; SK-MEL-5: 94; LOX IMVI: 98; CCRF-CEM: 103

How did O=C(c1ccc(Cl)cc1)C1[C@H](c2ccc(Cl)cc2)[C@@H](c2ccccc2)NC12C(=O)Nc1ccc(Br)cc12 (stereo partly drawn) do in these assays?
M14: 27; HOP-62: 59; HOP-92: -1.5*; A549/ATCC: 29; EKVX: 44; SK-MEL-5: 55; LOX IMVI: 15; CCRF-CEM: 37

How did CCC/C=C/C(C(=O)OCC)(C(=O)OCC)C(C)C do in these assays?
M14: 114; HOP-62: 112; HOP-92: 97; A549/ATCC: 101; EKVX: 97; SK-MEL-5: 93; LOX IMVI: 96; CCRF-CEM: 105

How did O=C(Cn1nnc2ccccc21)N/N=C/c1ccncc1 do in these assays?
M14: 104; HOP-62: 98; HOP-92: 99; A549/ATCC: 95; EKVX: 108; SK-MEL-5: 96; LOX IMVI: 98; CCRF-CEM: 96
